NCI-60 one-dose screen, 48 h, at 10 µM unless noted. Numbers give growth in % (100 = growth as untreated, 0 = no growth, -100 = all killed).
SW-620 = SW-620 colon cancer; actives 5.2% (n = 82,000); AID 1794795
HT29 = HT29 colon cancer. actives 7.4% (n = 81,000). AID 1794748
SN12C = SN12C renal cancer cells | actives 3.8% (n = 81,000) | AID 1794767
HCT-15 = HCT-15 colon cancer; actives 5.2% (n = 82,000)
HCC-2998 = HCC-2998 colon cancer; AID 1794799; actives 4.7% (n = 79,000)
HCT-116 = HCT-116 colon cancer | actives 7.3% (n = 82,000) | AID 1794798
786-0 = 786-0 renal cancer cells. actives 5.1% (n = 81,000). AID 1794775
UO-31 = UO-31 renal cancer. actives 5.2% (n = 81,000)
TK-10 = TK-10 renal cancer cells. actives 3.9% (n = 81,000). AID 1794769
Active calls of the source: *; & = joins results of further samples. How the source made its calls: active means growth percent below 10; inactive means the rest. Random draw from the library (roughly 12% active in at least one column).

For O=C1O[C@H]2c3ccccc3-c3c4c(cc5c3[C@H]2N1CC5)OCO4 the results were SW-620 95, HT29 99, SN12C 103, HCT-15 111, HCC-2998 106, HCT-116 104, 786-0 109, UO-31 96 and TK-10 96.
For C(=N\Nc1nc(-c2ccccc2)cs1)/c1nc2ccccc2n1C1CC1 the results were SW-620 105, HT29 106, SN12C 99, HCT-15 94, HCC-2998 104, HCT-116 96, 786-0 101, UO-31 87 and TK-10 93.
Cc1cc(N2CCCC2)nc(N(CCCNc2ccnc3cc(Cl)ccc23)Cc2ccccn2)n1 was read as SW-620 45, HT29 11, SN12C 52, HCT-15 32, HCC-2998 80, HCT-116 16, 786-0 53, UO-31 5.6* and TK-10 80.
For COc1ccc(NCc2ccc(C)cc2)cc1 the results were SW-620 98, HT29 62, SN12C 107, HCT-15 91, HCC-2998 97, HCT-116 76, 786-0 94, UO-31 87 and TK-10 100.
NC(=O)NO was read as SW-620 78&105, HT29 70&104, SN12C 71&104, HCT-15 72&106, HCC-2998 73&111, HCT-116 68&109, 786-0 60&103, UO-31 49&88 and TK-10 85&113.
`Cc1ccccc1N=C(c1ccccc1)C1C(=O)c2ccccc2C1=O` gave SW-620 84, HT29 76, SN12C 91, HCT-15 59, HCC-2998 104, HCT-116 46, 786-0 89 and UO-31 82.
For Nc1nc(Nc2ccccc2)c2c(n1)-c1ccoc1CC2 the results were SW-620 67, HT29 93, SN12C 103, HCT-15 102, HCC-2998 100, HCT-116 98, 786-0 99, UO-31 92 and TK-10 117.
C=CN(C(=O)N1CCN(c2cc3c(cc2F)c(=O)c(C(=O)O)cn3C2CC2)CC1)c1nc(-c2ccc(Br)cc2)cs1 was read as SW-620 113, HT29 89, SN12C 100, HCT-15 91, HCC-2998 103, HCT-116 93, 786-0 96, UO-31 75 and TK-10 97.
`Cc1ccc2c(n1)C(=O)C(Oc1ccc(C#N)cc1)=CC2=O` gave SW-620 102, HT29 107, SN12C 99, HCT-15 86, HCC-2998 105, HCT-116 87, 786-0 103, UO-31 99 and TK-10 110.
`c1ccc(Oc2ccc(Nc3ncnc4onc(-c5ccccc5)c34)cc2)cc1` gave SW-620 105, HT29 93, SN12C 100, HCT-15 99, HCC-2998 108, HCT-116 96, 786-0 107, UO-31 90 and TK-10 109.
CC(=O)c1cn(C)c2ccc3c(c12)[C@H]1C=C[C@@H]3O1 was read as SW-620 114, HT29 112, SN12C 106, HCT-15 108, HCC-2998 103, HCT-116 119, 786-0 116, UO-31 107 and TK-10 108.
Screening Cc1nn(-c2ccccc2)c2nc3c(c(-c4ccc(Cl)cc4)c12)CNC1(CCCC1)N3 returned SW-620 98, HT29 95, SN12C 116, HCT-15 102, HCC-2998 108, HCT-116 99, 786-0 102, UO-31 95 and TK-10 97.
Screening CC1CCC[N+]2(CCCCC2)CC1 (stereo not given) returned SW-620 106, HT29 103, SN12C 100, HCT-15 96, HCC-2998 115, HCT-116 100, 786-0 99, UO-31 92 and TK-10 108.
NC(=S)NN=C(c1ccc(O)cc1)c1ccc(O)cc1 was read as SW-620 93, HT29 86, SN12C 81, HCT-15 85, HCC-2998 103, HCT-116 14, 786-0 103, UO-31 66 and TK-10 102.
For CCCCNC(c1ccc(N(CC)CC)cc1)C(Br)(Br)Br (stereo not given) the results were SW-620 99, HT29 103, SN12C 98, HCT-15 100, HCC-2998 95, HCT-116 98, 786-0 106, UO-31 94 and TK-10 127.

A section taken from the entries so far, for reference:
C=CN(C(=O)N1CCN(c2cc3c(cc2F)c(=O)c(C(=O)O)cn3C2CC2)CC1)c1nc(-c2ccc(Br)cc2)cs1 was read as SW-620 113, HT29 89, SN12C 100, HCT-15 91, HCC-2998 103, HCT-116 93, 786-0 96, UO-31 75 and TK-10 97.
`Cc1ccc2c(n1)C(=O)C(Oc1ccc(C#N)cc1)=CC2=O` gave SW-620 102, HT29 107, SN12C 99, HCT-15 86, HCC-2998 105, HCT-116 87, 786-0 103, UO-31 99 and TK-10 110.
`c1ccc(Oc2ccc(Nc3ncnc4onc(-c5ccccc5)c34)cc2)cc1` gave SW-620 105, HT29 93, SN12C 100, HCT-15 99, HCC-2998 108, HCT-116 96, 786-0 107, UO-31 90 and TK-10 109.
CC(=O)c1cn(C)c2ccc3c(c12)[C@H]1C=C[C@@H]3O1 was read as SW-620 114, HT29 112, SN12C 106, HCT-15 108, HCC-2998 103, HCT-116 119, 786-0 116, UO-31 107 and TK-10 108.
Screening Cc1nn(-c2ccccc2)c2nc3c(c(-c4ccc(Cl)cc4)c12)CNC1(CCCC1)N3 returned SW-620 98, HT29 95, SN12C 116, HCT-15 102, HCC-2998 108, HCT-116 99, 786-0 102, UO-31 95 and TK-10 97.
Screening CC1CCC[N+]2(CCCCC2)CC1 (stereo not given) returned SW-620 106, HT29 103, SN12C 100, HCT-15 96, HCC-2998 115, HCT-116 100, 786-0 99, UO-31 92 and TK-10 108.
NC(=S)NN=C(c1ccc(O)cc1)c1ccc(O)cc1 was read as SW-620 93, HT29 86, SN12C 81, HCT-15 85, HCC-2998 103, HCT-116 14, 786-0 103, UO-31 66 and TK-10 102.
For CCCCNC(c1ccc(N(CC)CC)cc1)C(Br)(Br)Br (stereo not given) the results were SW-620 99, HT29 103, SN12C 98, HCT-15 100, HCC-2998 95, HCT-116 98, 786-0 106, UO-31 94 and TK-10 127.

The list continues:
`COc1cccc(/C(C)=N/NC(=O)CSc2nc3ccccc3c(=O)n2Cc2ccc(S(N)(=O)=O)cc2)c1` gave SW-620 101, HT29 107, SN12C 94, HCT-15 96, HCC-2998 99, HCT-116 80, 786-0 94, UO-31 80 and TK-10 111.
`Ic1ccc(Cn2cncc2-c2c[nH]c3ccccc23)cc1` gave SW-620 78, HT29 65, SN12C 65, HCT-15 68, HCC-2998 82, HCT-116 65, UO-31 45 and TK-10 98.
`N=C(N)c1ccc(-c2ccc(-c3cccs3)o2)nc1` gave SW-620 86, HT29 64, SN12C 90, HCT-15 94, HCC-2998 98, HCT-116 96, 786-0 96, UO-31 72 and TK-10 126.
For N#CC1=C(N)Oc2c(ccc3ccccc23)C1c1ccccc1[N+](=O)[O-] (stereo not given) the results were SW-620 87, HT29 107, SN12C 97, HCT-15 87, HCC-2998 100, HCT-116 96, 786-0 102, UO-31 62 and TK-10 168.
CCOC(=O)C(CC(C(=O)OCC)C(=O)OCC)C(=O)OCC was read as SW-620 105, HT29 100, SN12C 103, HCT-15 100, HCC-2998 97, HCT-116 107, 786-0 104, UO-31 98 and TK-10 103.
Screening Cc1cc(C#Cc2ccccc2)ccc1-n1c(/C=C/c2ccc(F)cc2)nc2ccccc2c1=O returned SW-620 48, HT29 59, SN12C 73, HCT-15 70, HCC-2998 87, HCT-116 46, 786-0 80, UO-31 36 and TK-10 94.
Cc1ccc(S(=O)(=O)CCCCl)cc1 was read as SW-620 103, HT29 102, SN12C 95, HCT-15 101, HCT-116 97, 786-0 99, UO-31 96 and TK-10 89.
CC1(C)C2CCC1(CS(=O)(=O)O)C(=O)/C2=C\c1ccc(/C=C2\C(=O)C3(CS(=O)(=O)O)CCC2C3(C)C)cc1 was read as SW-620 115, HT29 101, SN12C 101, HCT-15 101, HCC-2998 112, HCT-116 100, 786-0 93, UO-31 79 and TK-10 116.
`O=C(O)CC/C(=N\NC(=O)c1ccncc1)c1ccccc1` gave SW-620 100, HT29 100, SN12C 107, HCT-15 102, HCC-2998 115, HCT-116 103, 786-0 101, UO-31 89 and TK-10 107.
NC1=NC(c2ccc(Cl)cc2)N=C(Nc2nn[nH]n2)N1 (stereo not given) was read as SW-620 106, HT29 110, SN12C 101, HCT-15 99, HCC-2998 102, HCT-116 99, 786-0 99 and TK-10 90.
`C=CCSSSSCC=C` gave SW-620 105, HT29 104, SN12C 86, HCT-15 90, HCC-2998 102, HCT-116 93, 786-0 94, UO-31 70 and TK-10 114.
C#CCOc1ccc(C(Nc2ccccc2F)c2nnnn2C2CCCCC2)cc1 (stereo not given) was read as SW-620 104, HT29 96, SN12C 95, HCT-15 89, HCC-2998 94, HCT-116 80, 786-0 93, UO-31 74 and TK-10 104.
`CCc1cccc2c3c(sc12)C(c1ccc(OC)cc1)C(C#N)=C(N)O3` (stereo not given) gave SW-620 100, HT29 121, SN12C 90, HCT-15 101, HCC-2998 112, HCT-116 105, 786-0 99, UO-31 83 and TK-10 146.
O=C1NC(c2cccc([N+](=O)[O-])c2)c2sc3c(F)cccc3c2C1N1CCCCC1 (stereo not given) was read as SW-620 93, HT29 91, SN12C 98, HCT-15 96, HCC-2998 97, HCT-116 79, 786-0 106, UO-31 68 and TK-10 142.
For O=C(Nc1ccc(OS(=O)(=O)O)cc1)C12CC3CC(CC(C3)C1)C2 the results were SW-620 108, HT29 107, SN12C 107, HCT-15 104, HCC-2998 91, HCT-116 111, 786-0 107, UO-31 120 and TK-10 108.
`F[C@@H]1CCO[C@H](c2ccc3ccccc3c2)C1` gave SW-620 99, HT29 100, SN12C 100, HCT-15 106, HCC-2998 120, HCT-116 100, 786-0 93, UO-31 83 and TK-10 97.
COc1ccc(NC(=O)N/N=c2\cc(C)c3ccc(O)cc3o2)cc1 was read as SW-620 99, HT29 93, SN12C 92, HCT-15 109, HCC-2998 91, HCT-116 92, 786-0 99, UO-31 83 and TK-10 103.
CCOC(=O)c1nc(Nc2ccc(NC(=O)Nc3ccc(Cl)cc3)cc2)c2ccccc2n1 was read as SW-620 96, HT29 103, SN12C 100, HCT-15 94, HCT-116 97, 786-0 94, UO-31 81 and TK-10 137.
For CC1(C)CC(=O)c2c(nn(-c3ccccc3)c2-c2cn(-c3ccccc3)nc2-c2cccs2)C1 the results were SW-620 90, HT29 77, SN12C 95, HCT-15 89, HCC-2998 104, HCT-116 63, 786-0 95, UO-31 69 and TK-10 140.
O=C1Nc2ccccc2/C1=N/c1nc(-c2ccc(F)cc2)cs1 was read as SW-620 83, HT29 71, SN12C 97, HCT-15 97, HCC-2998 107, HCT-116 83, 786-0 95, UO-31 75 and TK-10 108.
CCCCCCCCCCCCCCCCCCNC(=O)C(C)O (stereo not given) was read as SW-620 105, HT29 106, SN12C 104, HCT-15 105, HCC-2998 109, HCT-116 100, 786-0 100, UO-31 93 and TK-10 108.
`OCCNCCNC(Cc1ccc(Cl)cc1)c1ccccc1` (stereo not given) gave SW-620 107, HT29 60, SN12C 92, HCT-15 93, HCC-2998 92, HCT-116 76, 786-0 57, UO-31 64 and TK-10 81.
`Cc1ccc(-c2nn(-c3ccccc3)cc2/C=C2/CCc3ccccc3C2=O)cc1` gave SW-620 100, HT29 97, SN12C 96, HCT-15 105, HCC-2998 105, HCT-116 90, 786-0 101, UO-31 75 and TK-10 108.
`O=C(O)C1(C(=O)O)CCCC1` gave SW-620 94, HT29 107, SN12C 93, HCT-15 97, HCT-116 97, 786-0 105, UO-31 84 and TK-10 109.
Screening Nc1cc(=O)c2[nH]cnc2[nH]1 returned SW-620 106, HT29 102, SN12C 106, HCT-15 105, HCC-2998 102, HCT-116 103, 786-0 100, UO-31 92 and TK-10 92.
CCC(=O)CC1CCCC(CC(=O)CC)N1C (stereo not given) was read as SW-620 111, HT29 111, HCT-15 109, HCC-2998 124, HCT-116 115, 786-0 110, UO-31 96 and TK-10 112.
`OCC1OC(n2cnc3ncccc32)C(O)C1O` (stereo not given) gave SW-620 85, HT29 99, SN12C 70, HCT-15 98, HCC-2998 90, HCT-116 101, 786-0 99, UO-31 85 and TK-10 102.
`OCCc1ccccc1` gave SW-620 103, HT29 102, SN12C 102, HCT-15 105, HCC-2998 113, HCT-116 99, 786-0 102, UO-31 87 and TK-10 103.
Screening O=c1c2c(nc3cc(-c4ccccc4)[nH]n13)CSC2 returned SW-620 100, HT29 98, SN12C 103, HCT-15 104, HCC-2998 96, HCT-116 104, 786-0 95, UO-31 90 and TK-10 114.
`N#Cc1c(-c2cccs2)cc(-c2cnccn2)nc1SCC(=O)N/N=C/c1cccs1` gave SW-620 43, HT29 31, SN12C 52, HCT-15 63, HCC-2998 43, HCT-116 0.4*, 786-0 17, UO-31 89 and TK-10 65.
For Cc1cc(C(=O)Nc2ccc3cc(CN4CCOCC4)ccc3n2)c(C)n1-c1ccccc1 the results were SW-620 64, SN12C 73, HCT-15 40, HCC-2998 51, HCT-116 29, 786-0 57, UO-31 53 and TK-10 70.
For CS(=O)c1nccc(-c2c(-c3ccc(F)c(O)c3)nc3sccn23)n1 (stereo not given) the results were SW-620 113, HT29 111, SN12C 102, HCT-15 92, HCC-2998 116, HCT-116 111, 786-0 105, UO-31 97 and TK-10 105.
Screening O=C(NC1CCc2ccccc21)c1ccccc1 (stereo not given) returned SW-620 102, HT29 115, SN12C 110, HCT-15 101, HCC-2998 100, HCT-116 98, 786-0 112, UO-31 92 and TK-10 101.
Screening Cc1ccc(CN2CC3(Cc4c(C(C)(C)C)nn(-c5ccccc5)c42)C(=O)CC(C)(C)CC3=O)cc1 returned SW-620 93, HT29 94, SN12C 90, HCT-15 87, HCC-2998 88, HCT-116 62, 786-0 81, UO-31 75 and TK-10 111.
Screening O=C1CCCc2nc3sc4c(=O)n(-c5ccccc5Cl)nnc4c3cc21 returned SW-620 102, HT29 78, SN12C 90, HCT-15 84, HCC-2998 118, HCT-116 96, 786-0 87, UO-31 92 and TK-10 95.
CN(C)c1ccc(C(=C2C=CC(=[N+](C)C)C=C2)c2c(O)c(S(=O)(=O)O)cc3cc(S(=O)(=O)O)ccc23)cc1 was read as SW-620 108, HT29 107, SN12C 98, HCT-15 112, HCC-2998 103, HCT-116 99, 786-0 101, UO-31 74 and TK-10 107.
For CN1c2ccccc2[C@@]23CCC[C@@]12Nc1ccccc1C3 the results were SW-620 106, HT29 100, SN12C 112, HCT-15 105, HCC-2998 100, HCT-116 100, 786-0 100, UO-31 79 and TK-10 97.
For CCOC(=O)c1c(Nc2ccccc2)nn2c(-c3ccccc3)c(C#N)cnc12 the results were SW-620 97, HT29 100, SN12C 96, HCT-15 99, HCC-2998 103, HCT-116 105, 786-0 104 and UO-31 80.
